EPAC1 agonist: qHTS for Agonist of cAMP-regulated guanine nucleotide exchange factor 3 (EPAC1): primary screen; EPAC1 agonist qHTS, biochemical assay; response scale: 100% = response to 6.5 mM cAMP; 360,000 tested, 0.073% active; Potency, µM (titrated, usually from 154 µM), for the others: top-dose activation, usual class: activators; further: potency means the concentration at half of the fitted maximal effect; nearly all actives have a fitted effect of over 60% in size
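Nucleotide exchange assay: 100 nM EPAC1 with 250 nM Rap1B loaded with BODIPY-GDP and 50 uM GDP, room temperature. Fluorescence (480/540 nm) read every 5 min for 30 min; signal change normalized to 6.5 mM cAMP as full agonist.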
WRN helicase inh: qHTS for Inhibitors of WRN Helicase; Bifunctional 3'-5' exonuclease/ATP-dependent helicase WRN (Homo sapiens), Q14191; WRN helicase unwinding, fluorescent forked duplex, kinetic; 360,000 tested, 0.46% active; Potency, µM (doses to about 114 µM), for the others: top-dose activity change, negative = inhibition, most hits filed as inhibitors; further: potency means the concentration at half of the fitted maximal effect; on the % scale 0 is the no-effect control and ±100 the full control effect; nearly all actives have a fitted effect of over 55% in size
Target sequence (Q14191 whole entry, looked up): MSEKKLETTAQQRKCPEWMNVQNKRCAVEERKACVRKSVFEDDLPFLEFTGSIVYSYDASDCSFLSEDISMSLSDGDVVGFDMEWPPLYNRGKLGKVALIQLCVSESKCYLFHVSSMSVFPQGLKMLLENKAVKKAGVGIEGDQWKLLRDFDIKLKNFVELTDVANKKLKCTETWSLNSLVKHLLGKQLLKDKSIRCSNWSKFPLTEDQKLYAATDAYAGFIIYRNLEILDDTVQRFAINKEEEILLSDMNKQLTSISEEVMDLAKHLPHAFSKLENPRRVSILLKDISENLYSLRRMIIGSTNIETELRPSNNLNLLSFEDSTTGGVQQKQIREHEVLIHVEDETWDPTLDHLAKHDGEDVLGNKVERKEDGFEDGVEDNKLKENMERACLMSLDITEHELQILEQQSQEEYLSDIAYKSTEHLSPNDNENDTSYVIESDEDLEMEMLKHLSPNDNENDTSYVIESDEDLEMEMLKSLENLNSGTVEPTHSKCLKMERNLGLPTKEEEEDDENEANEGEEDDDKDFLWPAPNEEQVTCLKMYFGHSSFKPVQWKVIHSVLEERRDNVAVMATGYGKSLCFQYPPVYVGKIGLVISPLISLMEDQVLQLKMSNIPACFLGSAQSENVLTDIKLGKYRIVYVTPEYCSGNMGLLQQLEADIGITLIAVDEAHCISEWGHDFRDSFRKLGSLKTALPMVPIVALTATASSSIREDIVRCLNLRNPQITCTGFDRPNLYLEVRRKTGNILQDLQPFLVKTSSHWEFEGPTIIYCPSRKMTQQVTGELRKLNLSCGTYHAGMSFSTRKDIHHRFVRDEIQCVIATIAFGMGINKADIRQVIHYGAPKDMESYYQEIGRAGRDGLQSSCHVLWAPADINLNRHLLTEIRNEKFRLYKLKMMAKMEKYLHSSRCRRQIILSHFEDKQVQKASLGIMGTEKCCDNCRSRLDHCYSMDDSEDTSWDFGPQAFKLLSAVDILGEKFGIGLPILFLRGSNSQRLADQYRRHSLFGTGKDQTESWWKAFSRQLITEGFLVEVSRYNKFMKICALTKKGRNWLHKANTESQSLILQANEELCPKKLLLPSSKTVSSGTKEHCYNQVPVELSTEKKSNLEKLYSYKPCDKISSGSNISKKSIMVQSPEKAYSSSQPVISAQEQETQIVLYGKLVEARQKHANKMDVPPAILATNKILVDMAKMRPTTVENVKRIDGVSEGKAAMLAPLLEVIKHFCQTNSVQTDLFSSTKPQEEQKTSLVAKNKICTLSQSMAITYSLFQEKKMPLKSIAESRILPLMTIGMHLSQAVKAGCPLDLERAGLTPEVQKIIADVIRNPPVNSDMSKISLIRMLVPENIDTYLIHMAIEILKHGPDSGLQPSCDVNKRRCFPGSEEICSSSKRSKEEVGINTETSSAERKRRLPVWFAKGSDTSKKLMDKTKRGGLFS
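Screening of the MLSMR collection measured strand separation of a quenched forked DNA duplex (100 nM) by 20 nM WRN with 2 mM ATP, all final. Compounds were preincubated with enzyme 15 min at room temperature.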
PI5P4K alpha inh: qHTS for Inhibitors of phosphatidylinositol 5-phosphate 4-kinase (PI5P4K). PI5P4Kalpha enzyme, ADP-Glo luminescence, 60 min; hits give low values. max response, %. 330,000 tested, 1.2% active. AID 652105, 2013; active means max response of -50% or lower; inconclusive means between -30% and -50%; inactive means -30% or higher; further: value at the top dose of about 77 µM; on the % scale 0 is the no-effect control and ±100 the full control effect
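Luminescence from ADP-Glo served as readout of PI5P4Kalpha activity in a qHTS format. Reaction: enzyme, substrate, compound, ATP at 5 microM final, 60 min at RT.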
EPAC1 antagonist: qHTS for Antagonist of cAMP-regulated guanine nucleotide exchange factor 3 (EPAC1): primary screen; EPAC1 GEF assay, Rap1b-BODIPY-GDP exchange fluorescence; Potency, µM (titrated, usually from 115 µM), inactives show at the top dose activity change, negative = inhibition, usual class: inhibitors; 360,000 tested, 0.14% active; Rap guanine nucleotide exchange factor 3 (Homo sapiens), O95398;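 further: potency means the concentration at half of the fitted maximal effect; plate controls were vehicle for no effect and positive control for full effect; nearly all actives have a fitted effect of over 50% in size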
IL-2 act: qHTS of IL-2 Activators; 360,000 tested, 0.065% active; activation, % (series mostly up to about 46 µM); IL-2 activation reporter assay, cell-based qHTS; stimulated with anti-CD3/CD4/CD28 beads; in transgenic mouse T cells; in the data active means activation above about 50%; inconclusive means mostly about 30% to 49%; further: 0% is about no effect
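Readout is EGFP and DsRed signal by fluorescent plate cytometry after 18 h at 37 degrees C. Transgenic mouse T cells (750/well) received compound for 60 min before bead stimulation (anti-CD3, anti-CD4, anti-CD28); memory T cells served as non-tolerant control.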
PLK1 PBD inh: qHTS for Inhibitors of PLK1-PDB (polo-like kinase 1 - polo-box domain): Primary Screen; Serine/threonine-protein kinase PLK1 (Homo sapiens), P53350; Plk1 PBD binding of FITC phosphopeptide, fluorescence polarization; Potency, µM, for the others: max response, negative = inhibition, most hits filed as inhibitors; 360,000 tested, 2.8% active; AID 720504, 2013; further: potency means the concentration at half of the fitted maximal effect; series mostly up to about 57 µM; on the % scale 0 is the no-effect control and ±100 the full control effect; nearly all actives have a fitted effect of over 65% in size
aSyn yeast inh: qHTS of alpha-syn Inhibitors; Yeast expressing alpha-synuclein, growth rescue, BacTiter-Glo, 24 h; AID 652106, 2013; 370,000 tested, 0.14% active; Potency, µM (top dose mostly 46.1 µM), for the others: top-dose growth rescue (activation), actives largely listed as activators; further: potency means the concentration at half of the fitted maximal effect; % of control where 0% means no effect; nearly all actives have a fitted effect of over 65% in size
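Galactose-induced alpha-syn yeast (OD600=0.02, raffinose-pregrown) + pinned cpd, 24 hr, 30 deg C; growth by BacTiter-Glo luminescence. Growth restoration scores as activation.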
FUS yeast rescue: qHTS for Suppressors of FUS Proteinopathy: Primary screen using FUS-linked yeast assay. S. cerevisiae FUS-expressing, growth rescue, OD600, 24 h. Potency, µM (top dose mostly 76.6 µM), for the others: top-dose growth rescue (activation), hits mostly activators. 390,000 tested, 0.24% active. AID 1347120, 2019;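 further: potency means the concentration at half of the fitted maximal effect; plate controls were DMSO vehicle for no effect and reference control for full effect; nearly all actives have a fitted effect of over 55% in size; some results filed as inactive show a strong effect at the top dose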
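Cultures pregrown in 2.5% raffinose medium are shifted to minimal medium containing 2% galactose to express toxic FUS. Compounds are tested at several concentrations. After 24hr at 30C, growth is quantified at 600 nm absorbance.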
Abeta rescue: qHTS for compounds that reverse cellular toxicity of Amyloid beta (A-beta) peptide in yeast: Primary Screen. 410,000 tested, 0.063% active. yeast expressing A-beta42, growth rescue, OD600, 48 h; response scale: 0% DMSO, 100% iron-clioquinol control. Potency, µM (titrated, usually from 46.1 µM), for the others: top-dose growth rescue, usual class: activators; further: potency means the concentration at half of the fitted maximal effect; nearly all actives have a fitted effect of over 55% in size
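Yeast growth medium received pinned compounds, then yeast cells expressing toxic A-beta were added; plates incubated at 30 C for 48 hr. Growth read as absorbance at 600 nm, normalized to DMSO and equimolar FeCl3 plus clioquinol controls.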
Numbers without * were called inactive; ? = inconclusive; . = no result given; & = joins results of further samples; [ ] = remark or other dose. Unless noted, the call rests on the fitted dose curve; in most records, active means well fitted curve in the direction sought with a large enough effect; inconclusive means small, poorly fitted or top-dose-only effect, or another doubt; inactive means no such curve, though single readings can be large; an effect the other way counts as inactive or inconclusive.

SMILES	EPAC1 agonist	WRN helicase inh	PI5P4K alpha inh	EPAC1 antagonist	IL-2 act	PLK1 PBD inh	aSyn yeast inh	FUS yeast rescue	Abeta rescue
CCC(COC)NCc1cn(-c2ccc(F)cc2F)nc1-c1ccccc1C (configuration not stated)	-9%	-1%	1	-4%	-0.5	-2%	-1%	8%	-2%
Cc1cc2n(n1)C(c1ccc(N(C)C)cc1)Nc1ccccc1-2 (configuration not stated)	5%	0%	.	-2%	0.2	1%	4%	17%	13%
CCOC(=O)c1ccc(O)c(-n2cc3c(c2-c2ccccc2)c(=O)n(C)c(=O)n3C)c1	3%	-8%	-2	-8%	-0.4	-11%	4%	37%	-11%
CC(C)(C)C1CCc2c(sc(NC(=O)CSc3ncn[nH]3)c2C#N)C1 (configuration not stated)	-6%	-14%	.	-21%	-3.3	19µM*	-3%	29%	9%
Cc1cccc(C)c1NC(=O)CN(C)c1ccc(C(F)(F)F)cn1	-6%	-7%	-2	-10%	1.1	0%	6%	-13%	-8%
N#C/C(=C\c1ccc(-c2ccccc2C(=O)O)o1)c1nc2ccccc2[nH]1	24%	56µM*	-69*	5%	3.2	?	-5%	-7%&15%	-21%&-10%
CCSc1nnc(NC(=O)c2cccc(S(=O)(=O)N(C)c3ccc(C)cc3)c2)s1	10%	-12%	-12	-21%	0.1	-24%	-2%	.	-2%
COc1ccc(OCCn2cnc(Cl)c2Cl)cc1	6%	4%	3	-6%	0.4	-17%	3%	-2%	1%
OCc1ncc(-c2ccccc2)s1	-9%	2%	8	14%	0.4	3%	-5%	-23%	-2%
Cn1c(/C(C#N)=C/C2CC=CCC2)nc2ccccc21 (configuration not stated)	9%	-16%	.	-10%	-1.7	-14%	-1%	-3%	-17%
Cc1ccc(NC(=O)COc2ccccc2C(=O)Nc2ccccc2)cc1Cl	1%	1%	11	-14%	-0.9	-12%	-5%	.	-4%
CCOc1ccc(S(=O)(=O)N(C)c2ccc(OCC(=O)Nc3ccccc3F)cc2)cc1	10%	-14%	1	-12%	-1.0	3%	0%	11%	18%
COc1ccc(CC2(CO)CCN(CC3=CC[C@H]4C[C@@H]3C4(C)C)CC2)cc1	7%	2%	0	14%	-0.8	-7%	3%	-7%	-1%
O=C(O)Cn1nc(C(F)(F)F)c2c1CCCCC2	-2%	2%	2	-1%	0.1	-10%	-7%	-9%	6%
Cc1ccc(C)c(C(=O)COC(=O)c2ccccc2N2C(=O)C3C4CCC(C4)C3C2=O)c1 (configuration not stated)	7%	-2%	-3	-6%	-1.7	?	5%	17%	1%
COc1ccc(N2Cc3ccccc3C2=O)cc1	1%	-15%	-2	-4%	0.4	-3%	-26%	4%	-53%[inhibitor]
CCOC(=O)c1sc2nc(SCC#N)n(CC3CCCO3)c(=O)c2c1C (configuration not stated)	-2%	2%	.	4%	-3.9	-1%	-1%	11%	10%
Cc1cccc(-c2n[nH]c(=S)n2/N=C/c2ccc(C)s2)c1	-3%	-11%	-7	-15%	-4.4	-21%	12%	34%	-13%
COc1ccc(/C=C/C(=O)N(C)CC(=O)Nc2cccc(F)c2)cc1S(=O)(=O)N1CCCCC1	-4%	5%	-6	4%	-3.6	-3%	6%	?	7%
CCCN1C2CCCC1CC(NC(=O)c1ccccc1F)C2 (configuration not stated)	2%	11%	6	-14%	0.9	-4%	1%	-10%	2%
Cc1cccc(OCC(=O)Nc2cc(C)ccc2O)c1	-10%	1%	-4	-14%	0.2	-3%	-15%	-16%	-2%
CCCN(CC(=O)Nc1ccc(C(N)=O)cc1)CC(=O)Nc1ccc(Cl)cc1Cl	-3%	8%	-6	3%	0.4	-2%	-2%	3%	1%
Cc1c(NC(=O)C23CC4CC(CC(C)(C4)C2)C3)c(=O)n(-c2ccccc2)n1C	4%	7%	0	-11%	1.3	-1%	8%	-18%	2%
CN(C(=S)NC(=O)c1ccccc1Br)C1CCCCC1	12%	-6%	.	-8%	0.1	-11%	-7%	8%	-10%
O=C(Nc1ccc(Cl)cn1)c1cccc(F)c1	-1%	5%	1	1%	1.4	-18%	-2%	-1%	-6%

Arranged by heavy-atom count (low to high): 9 of the compounds above.
SMILES	EPAC1 agonist	WRN helicase inh	PI5P4K alpha inh	EPAC1 antagonist	IL-2 act	PLK1 PBD inh	aSyn yeast inh	FUS yeast rescue	Abeta rescue
OCc1ncc(-c2ccccc2)s1	-9%	2%	8	14%	0.4	3%	-5%	-23%	-2%
O=C(Nc1ccc(Cl)cn1)c1cccc(F)c1	-1%	5%	1	1%	1.4	-18%	-2%	-1%	-6%
COc1ccc(OCCn2cnc(Cl)c2Cl)cc1	6%	4%	3	-6%	0.4	-17%	3%	-2%	1%
CN(C(=S)NC(=O)c1ccccc1Br)C1CCCCC1	12%	-6%	.	-8%	0.1	-11%	-7%	8%	-10%
Cc1cccc(-c2n[nH]c(=S)n2/N=C/c2ccc(C)s2)c1	-3%	-11%	-7	-15%	-4.4	-21%	12%	34%	-13%
N#C/C(=C\c1ccc(-c2ccccc2C(=O)O)o1)c1nc2ccccc2[nH]1	24%	56µM*	-69*	5%	3.2	?	-5%	-7%&15%	-21%&-10%
CCC(COC)NCc1cn(-c2ccc(F)cc2F)nc1-c1ccccc1C (configuration not stated)	-9%	-1%	1	-4%	-0.5	-2%	-1%	8%	-2%
CCOC(=O)c1ccc(O)c(-n2cc3c(c2-c2ccccc2)c(=O)n(C)c(=O)n3C)c1	3%	-8%	-2	-8%	-0.4	-11%	4%	37%	-11%
COc1ccc(/C=C/C(=O)N(C)CC(=O)Nc2cccc(F)c2)cc1S(=O)(=O)N1CCCCC1	-4%	5%	-6	4%	-3.6	-3%	6%	?	7%

(cont.)
SMILES	EPAC1 agonist	WRN helicase inh	PI5P4K alpha inh	EPAC1 antagonist	IL-2 act	PLK1 PBD inh	aSyn yeast inh	FUS yeast rescue	Abeta rescue
COC(=O)[C@]1(Cc2ccccc2)N[C@H](CN(C)C(=O)Nc2ccccc2)[C@@H]2C(=O)N(Cc3ccccc3)C(=O)[C@@H]21	-20%	0%	-6	6%	-0.4	3%	2%	-19%	1%
Cc1cc(OCC(=O)NCc2ccncc2)c2c(C)c(C)c(=O)oc2c1	3%	1%	0	7%	-1.4	-1%	14%	-27%	8%
O=C(COc1ccc(Cl)cc1)NNC(=O)c1cccnc1	5%	-20%	2	-3%	-0.5	-6%	1%	11%	9%
Cc1ccc(-n2nnnc2SCC(=O)c2cc(C)n(CC3CCCO3)c2C)cc1 (configuration not stated)	10%	-7%	.	-2%	-1.2	-16%	4%	7%	-6%
Cc1ccc2oc(C(=O)N3CCCCCC3)c(C)c2c1	4%	-1%	5	6%	-2.3	-13%	6%	16%	-23%
COc1cccc(CNC(=O)CCn2ccc3cc(S(=O)(=O)N4CCCC4)ccc32)c1	-7%	-23%	-1	-5%	-2.5	-10%	-3%	31%&21%	-20%&-7%
O=C(O)CNC(=O)c1ccc(S(=O)(=O)N2CCOCC2)cc1	-3%	0%	.	2%	0.1	-14%	2%	15%	21%
Clc1cccc(Cc2c(-c3cccc(Cl)c3)nc3ccc(Br)cn23)c1	3%	-9%	-4	-6%	2.2	-10%	-12%	23%	-7%
CCOC(=O)CN(Cc1ccc(OC)c(OC)c1)S(=O)(=O)c1ccc(OC)cc1	9%	-8%	.	0%	2.4	-3%	4%	7%	12%
Cc1ccccc1OCC(=O)OCC(=O)Nc1ccc(N2CCOCC2)cc1	-4%	7%	-6	-20%	-4.0	3%	12%	8%	6%
COc1cccc(CNc2nc3cc(-c4cccc(OC)c4)sc3c(=O)n2C)c1	-3%	-5%	25	-3%	-0.3	1%	0%	-9%	6%
CC(/C=C/C=C/c1ccccc1)=N/NC(=O)CNc1ccccc1C	3%	9%	-7	-11%	-2.1	-15%	-3%	.	-2%
COc1ccccc1NS(=O)(=O)c1ccc(O)c(C(=O)OCc2cccc([N+](=O)[O-])c2)c1	16%	-4%	-5	-28%	1.0	-6%	1%	17%	2%
O=C(COC(=O)c1cc(-c2ccccc2Cl)nc2ccccc12)Nc1ncc(C(F)(F)F)cc1Cl	5%	-8%	-5	-11%	-0.2	-12%	-3%	.	22%
CCc1ccc(OCC(=O)N(C)C2CCS(=O)(=O)C2)cc1 (configuration not stated)	-2%	3%	1	4%	0.3	-13%	-2%	-17%	-13%
CC(Oc1ccc2c3c(c(=O)oc2c1)CCC3)C(=O)NC1CCN(Cc2ccccc2)CC1 (configuration not stated)	4%	3%	10	-28%	1.3	-23%	-8%	?	-13%
O=C1C2C(C(=O)N1/N=C/c1cc(Br)cc([N+](=O)[O-])c1O)C1C=CC2C12CC2 (configuration not stated)	-6%	-8%	?	-12%	0.5	-29%	-67%[inhibitor]	2%	-94%[inhibitor]
O=C(CC12CC3CC(CC(C3)C1)C2)NC(=S)NCc1ccccc1	-1%	-9%	4	5%	0.2	-8%	-8%	.	26%
CCOC(=O)C(=CNc1ccc(Cl)cn1)C(=O)OCC	-4%	1%	-6	-9%	-1.1	-7%	2%	4%	-4%
N#Cc1ccccc1S(=O)(=O)N1CCN(C(=O)c2cc3c(s2)CCC3)CC1	7%	-13%[11.6 µM]	?	-23%	2.6	-27%	11%	27%	-1%

Screening data deposited in PubChem by National Center for Advancing Translational Sciences (NCATS).
